Assay outcomes deposited in PubChem by National Center for Advancing Translational Sciences (NCATS).
KCNH2 WT inh = KCNH2 (human, wildtype) channel inhibition; activity change, % at 1.84 µM; Q12809; AID 720551; 340,000 tested, 0.37% active; U2OS, BacMam KCNH2, thallium flux FluxOr; hits give low values;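 active means maximum activity change below -70%; inconclusive means maximum activity change between -70% and -50%; inactive means maximum activity change above -50%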; further: on the % scale 0 is the no-effect control and ±100 the full control effect
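U2OS cells transduced with wild-type KCNH2 virus are loaded with FluxOr dye for 45 min, and thallium flux is measured in kinetic reads before and after stimulation buffer. Rate constants are normalized to DMSO controls.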
S-ASM inh = human S-ASM enzyme inhibition; placental ASM, HMU-PC fluorogenic substrate, 60 min; P17405; 340,000 tested, 0.006% active; Potency, µM (series often up to 57.5 µM), inactives show at the top dose activity change, negative = inhibition, actives largely listed as inhibitors; AID 504937; active means well fitted inhibition curve with a large enough effect; inconclusive means small, poorly fitted or top-dose-only effect; inactive means no such curve, though single readings can be large or run the other way; further: potency means the concentration at half of the fitted maximal effect
Target sequence (P17405 47-631 limits assumed): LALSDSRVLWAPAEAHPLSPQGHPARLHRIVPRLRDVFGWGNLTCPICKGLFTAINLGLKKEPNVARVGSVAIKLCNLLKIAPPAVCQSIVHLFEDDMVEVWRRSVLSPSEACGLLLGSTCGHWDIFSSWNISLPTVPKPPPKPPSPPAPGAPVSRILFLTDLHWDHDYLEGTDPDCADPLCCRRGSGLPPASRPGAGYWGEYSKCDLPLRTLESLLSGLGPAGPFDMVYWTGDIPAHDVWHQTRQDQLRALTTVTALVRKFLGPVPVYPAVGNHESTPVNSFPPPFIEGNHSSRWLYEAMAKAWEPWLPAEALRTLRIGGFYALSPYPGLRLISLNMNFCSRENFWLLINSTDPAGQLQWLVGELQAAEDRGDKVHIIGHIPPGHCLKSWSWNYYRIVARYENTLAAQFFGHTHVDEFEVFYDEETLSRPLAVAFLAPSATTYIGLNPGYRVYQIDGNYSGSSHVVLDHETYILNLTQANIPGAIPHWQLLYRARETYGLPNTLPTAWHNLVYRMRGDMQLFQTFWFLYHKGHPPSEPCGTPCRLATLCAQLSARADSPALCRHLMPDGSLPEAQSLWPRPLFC
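Fluorogenic HMU-PC substrate (9 uM final) is turned over by placental ASM in 60 min at 37 C after a 10 min compound preincubation. Reaction ended by alkaline stop (pH 10), with fluorescence read at 386/447 nm.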
* marks the source's active call; other numbers are inactive results; u = inconclusive; [ ] = remark or other dose. Not all compounds are listed; the hit share may differ from the screen's.

Results follow in this order: KCNH2 WT inh | S-ASM inh
COc1ccc2ncccc2c1Cc1c(OC)ccc2ncccc12
 : -2 | -3%
COc1ccc(S(=O)(=O)N(C)CC(=O)NCCCN2CCOCC2)cc1C
 : 2 | 1%
O=C(O)c1cc(N2C(=O)C=CC2=O)cc(N2C(=O)C=CC2=O)c1
 : 0 | 3%
COc1ccc(-c2ccc3c(c2)[C@@H]2C[C@H](N(C)C(=O)C(C)(C)C)[C@H]([C@H](C)O)C(=O)N2CC3)cc1
 : 4 | -3%
C=CCNc1cc(=O)n(Cc2ccccc2)c(=O)[nH]1
 : -1 | 12%
CC(=O)Nc1ccc(S(=O)(=O)N[C@@H](C)C(=O)N2CCN(c3ccccn3)CC2)cc1
 : 2 | 2%
O=C(NC(=S)Nc1ccc(Cl)cc1)c1cncc(Br)c1
 : 2 | -3%
Cc1ccc(CNC(=O)C2CCCC2)cc1
 : -9 | 2%
CSC1=NCCN1C(=O)C(C)(C)Oc1ccc(Cl)cc1
 : -12 | -8%
C/C(=N/NC(=O)c1ccc(C(C)(C)C)cc1)c1cccnc1
 : -4 | 0%
CCOc1ccc(NC(=S)NC(=O)c2cncc(Br)c2)cc1
 : -8 | -7%
Cc1ccc(Nc2cccc(C(F)(F)F)c2)nn1
 : 4 | 0%
COC(=O)C1C2CCCCC1C(=O)O2 (stereo not given)
 : 2 | -3%
c1ccc(-c2cn3nc(-c4ccccc4)sc3n2)cc1
 : -13 | 2%
COc1cc(-c2ccc3oc(-c4ccsc4)cc3c2)cc(OC)c1OC
 : -10 | 2%
COC(=O)C[C@H]1c2cc(F)ccc2S(=O)(=O)N1C(C)C
 : -5 | 1%
Nc1nc(-c2cccnc2)nn1S(=O)(=O)c1ccccc1
 : 5 | 6%
COc1ccc(OC)c(NC(=O)C2CCCN(S(=O)(=O)c3c(C)nn(C)c3C)C2)c1 (stereo not given)
 : 0 | -3%
COCC(=O)N(C)[C@H]1C[C@H]2c3cc(-c4ccccc4)ccc3CCN2C(=O)[C@H]1[C@H](C)O
 : -4 | 4%
COc1cc(C)ccc1OCCCOc1cc(C)ccc1Cl
 : -20 | -2%
COCCn1c(=O)[nH]c2cc(C(=O)N3CCN(Cc4ccc5c(c4)OCO5)CC3)ccc2c1=O
 : -7 | 171%[activator]
O=C(Nc1ccc(Nc2ccccc2)cc1)c1ccc(Cl)cc1
 : 0 | -8%
C#CCN1C=CC(=O)[C@@H](OC(=O)Nc2ccc(Cl)cc2)[C@H]1c1ccccc1Br
 : -3 | -2%
CN(Cc1ccccc1)C(=O)c1cccc(NC(=O)Cc2ccc(NC(=O)C3CCCN(C(=O)c4ccccc4)C3)cc2)c1 (stereo not given)
 : -1 | 1%
CCO[C@@H]1OC(C(=O)O)=C[C@H](c2cn(C(C)=O)c3ccccc23)[C@H]1CCCO
 : -1 | 12%
CN(C)C(CNC(=O)c1cccc(S(=O)(=O)N2CCN(c3ccc(F)cc3)CC2)c1)c1ccccc1 (stereo not given)
 : 15 | -3%
CCN1C(=O)CC2CCCC1C2 (stereo not given)
 : -1 | 5%
O=[N+]([O-])c1ccc(Cl)cc1C=NNc1ccccn1
 : 8 | -14%
CCN(C(=O)CSc1nnc(COc2ccccc2F)n1N)c1c(N)n(Cc2ccccc2)c(=O)[nH]c1=O
 : 7 | -1%
O=C1NCCSC1c1ccccc1 (stereo not given)
 : -1 | -5%
CC(O)(Cc1ccccn1)Cc1ccccn1
 : 1 | -1%
COc1ccc(Cl)cc1NS(=O)(=O)c1cccc(C(=O)NC2CCN(Cc3ccccc3)CC2)c1
 : 9 | -2%
O=C(Cc1ccccc1[N+](=O)[O-])NCC(=O)c1ccc2c(c1)OCO2
 : 3 | 1%
CCN(C(=O)CN1CCCc2cc(C)ccc21)c1c(N)n(Cc2ccccc2)c(=O)[nH]c1=O
 : -4 | 166%[activator]
O=C(NCc1ccco1)Nc1cccc2ccccc12
 : 4 | -1%
CC(=O)C(C(c1ccccc1)N1CCCc2ccccc21)N1CCOCC1 (stereo not given)
 : -9 | -3%
CC(=O)c1ccc(N=Nc2c(C)[nH][nH]c2=O)cc1
 : 3 | -2%
CC(C)(C)OC(=O)N1CCN(C(=O)OCC2c3ccccc3-c3ccccc32)CC1C(=O)O (stereo not given)
 : -2 | 2%
O=C1C2CCCCN2C(=O)N1CCN1CCN(c2ccc(F)cc2)CC1 (stereo not given)
 : -9 | 0%
C=CCOc1ccc(C(c2c(O)nc(SC)[nH]c2=O)c2c(O)nc(SC)[nH]c2=O)cc1
 : -9 | 2%
O=C1NC(=O)C2(CCCCC2C2CCCCC2)N1 (stereo not given)
 : -3 | 1%
COc1cc(/C=C2/OC(=O)c3cc([N+](=O)[O-])ccc32)cc(OC)c1OC
 : -2 | -3%
O=Nc1c(O)ccc2cc(S(=O)(=O)O)ccc12
 : -10 | 5%
CCS(=O)(=O)N1CCC(C(=O)OCC(=O)c2ccc(Br)cc2)CC1
 : -6 | 3%
CC(C)Cn1cnc2c(SCc3ccccn3)nc(N)nc21
 : -2 | 0%
O=C(Cn1cc(COc2ccc(Br)cc2[N+](=O)[O-])nn1)c1ccc(O)cc1
 : 0 | 0%
COc1cc(/C=C/C(=O)O)cc(OC)c1O
 : 6 | 72%[activator]
O=C(Cc1ccc(NC(=O)C2CCCN(C(=O)CCc3ccccc3)C2)cc1)Nc1ccc(C(=O)N2CCOCC2)cc1 (stereo not given)
 : -3 | -2%
CCOc1ccccc1C(c1c(O)nc(SC)[nH]c1=O)c1c(O)nc(SC)[nH]c1=O
 : 3 | 5%
C=C(C)CN1C(=O)C2(OCCO2)c2cc(Br)ccc21
 : -8 | -4%

Continued.
Results follow in this order: KCNH2 WT inh | S-ASM inh
CC/C(=C\c1ccc(N(C)C)cc1)c1ccncc1
 : -16 | 34%[activator]
COc1cc(OC)cc(C(=O)Nc2ccc(S(=O)(=O)Nc3cnc4ccccc4n3)cc2)c1
 : 10 | 44%
CCOC(=O)C(C#N)=CN1CCN(C(=O)CCCl)c2ccccc21
 : -4 | -1%
O=C(CSc1ccc(S(=O)(=O)N2CCCC2)cn1)Nc1ccc([N+](=O)[O-])cc1C(F)(F)F
 : 0 | -3%
NC1(C(=O)O)CSSC1
 : -11 | 1%
COc1cc2c(c(OC)c1CC=C(C)C)C[C@H](c1ccc(O)cc1O)CO2
 : -5 | -11%
CCOC(=O)CC[C@H](NC(=O)Cn1cc(C)c(=O)[nH]c1=O)C(=O)OCC
 : -2 | 0%
NC(=O)c1ncn([C@@H]2O[C@H](CNCc3cccc4c3sc3ccccc34)[C@@H](O)[C@H]2O)n1
 : 5 | 0%
CC(=O)Nc1ccc(NC(=O)CSc2nnc(N)n2-c2ccccc2)cc1
 : 1 | 3%
Cc1ccc2oc3ccccc3c(=O)c2c1
 : -3 | 3%
Cc1ccc(OCCCCCCN2CCNCC2)c(Br)c1
 : 3 | 2%
Cc1ncc(C(=O)Nc2ccccc2)[nH]1
 : 1 | 0%
O=C(C=Cc1ccccn1)c1ccccc1O
 : 12 | 0%
COc1cc(-c2nnc3sc(Cc4ccc(Cl)cc4)nn23)cc(OC)c1OC
 : 5 | -27%
COc1cc(C(=O)N2CCN(S(=O)(=O)c3ccc(C(C)C)cc3)CC2)ccc1OCC(=O)N1CCOCC1
 : 0 | 1%
O=C1C=C(C2OC(CO)C(O)C2O)C(=O)N1 (stereo not given)
 : 5 | -2%
CCOC(=O)c1c(NC(=O)CSc2nnc(-c3ccc(OC)cc3)o2)sc2c1CCC2
 : -10 | -10%
CCn1c2ccccc2c2cc(C#N)c(N)nc21
 : -1 | 142%[activator]
Cc1cc(Cl)ccc1OCCCC(=O)Nc1cc(S(=O)(=O)N2CCOCC2)ccc1N1CCOCC1
 : 79 | -19%
Cc1c(-c2ccccc2)cnc2c(C)cccc12
 : -2 | -11%

Single records, from the list above. Screens in order: KCNH2 WT inh	S-ASM inh
CCOC(=O)c1c(NC(=O)CSc2nnc(-c3ccc(OC)cc3)o2)sc2c1CCC2 across the screens: -10	-10%
Cc1c(-c2ccccc2)cnc2c(C)cccc12 across the screens: -2	-11%
O=C1C=C(C2OC(CO)C(O)C2O)C(=O)N1 (stereo not given) across the screens: 5	-2%
Cc1ccc(OCCCCCCN2CCNCC2)c(Br)c1 across the screens: 3	2%

Additional records follow.
Results follow in this order: KCNH2 WT inh | S-ASM inh
O=C1CCC(c2ccccc2)c2ccccc21 (stereo not given)
 : 4 | 0%
COc1ccccc1CCNC(=O)c1cccc(NC(=O)CC2SC(N3CCCCC3)=NC2=O)c1 (stereo not given)
 : -5 | -2%
CCC(/C=C1\Oc2ccc(OC)cc2N1C)=C\c1sc2ccccc2[n+]1CCCS(=O)(=O)[O-]
 : 0 | 1%
OCC[C@@H]1C[C@H](O)[C@@H](O)[C@]2(CCCO2)O1
 : -19 | -1%
CC(=O)OC1CCC2(C)C(CCC3C2CC(=O)C2(C)C3CC(C3CCCC3=O)C2C(C)=O)C1 (stereo not given)
 : 2 | -4%
CC1CCCC(=NNc2ccc3ccccc3n2)C1 (stereo not given)
 : -3 | 16%
O=c1c2ccccc2c(=O)n(-c2ccccc2)n1-c1ccccc1
 : 2 | -2%
Cc1ccc(-c2nc(C(=O)NC3CCCCCC3)no2)cc1
 : -10 | -8%
Cc1ccccc1Nc1nc(N)nc(COC(=O)[C@@H](NC(=O)c2ccco2)C(C)C)n1
 : -1 | 0%
CCc1cccc(-n2c(SCC(=O)c3c(N)n(C4CC4)c(=O)[nH]c3=O)nnc2N2CCOCC2)c1
 : 0 | 2%
O=Cc1cc(OCc2ccccc2)ccc1[B-](F)(F)F
 : -1 | -6%
CC12CCCCC1=CC(=O)CC2 (stereo not given)
 : 7 | 7%
Cc1cc(=O)c(C(=O)O)c(C)n1-c1ccccc1
 : -4 | -1%
COc1cc2sc3ccc(C#Cc4ccc(N)cc4)cc3c(=O)c2cc1OC
 : -45 | 20%
COC(=O)C(CCC(C(=O)OC)N1C(=O)c2ccccc2C1=O)N1C(=O)c2ccccc2C1=O (stereo not given)
 : 19 | -3%
CC1(C)C(=O)CCC2(C)C1=CCC1C2C(=O)CC2(C)C1CCC2(O)C(=O)CO (stereo not given)
 : -4 | 3%
COc1ccc(CCNC(=O)N2c3ccccc3Sc3ccccc32)cc1
 : 7 | -9%
CCC1CCCCN1S(=O)(=O)c1ccc(NC(=O)C2CC(=O)N(C(C)(C)C)C2)cc1 (stereo not given)
 : 1 | -1%
COc1ccc(-c2ccc3c(c2)C2CC3CCN2CCC#N)cc1 (stereo not given)
 : 6 | 0%
CCOC(=O)C[C@H]1c2ccccc2S(=O)(=O)N1Cc1cccc(C(F)(F)F)c1
 : -3 | 0%
CSc1ncnc2c1ncn2CC(=O)C1CCC2C3CCC4=CC(=O)CCC4(C)C3CCC12C (stereo not given)
 : 1 | -13%
CCOc1ccc(NC(=O)c2cccc(S(=O)(=O)Nc3c(C)n(C)n(-c4ccccc4)c3=O)c2)cc1
 : 7 | 0%
COC(=O)c1cc(Br)ccc1NC(=O)Nc1ccc(C)cc1
 : -3 | 4%
Cc1ccc(NCCCn2cnc(C(=O)Nc3ccc(C)c(C)c3)n2)cc1C
 : -15 | -2%
O=C(c1ccccc1)c1ccc(C(=O)O)c(C(=O)O)c1
 : 26 | 0%
CCOC(=O)c1c(NC(=O)COC(=O)CCNS(=O)(=O)c2ccccc2)sc(C(=O)NC)c1C
 : -7 | 1%
CC(=NNC(=O)C(C)SC(C)C(=O)NN=C(C)c1cccnc1)c1cccnc1 (stereo not given)
 : -4 | 4%
CC12CCC(C(=O)CC1=O)C2(C)C (stereo not given)
 : 9 | 3%
Cc1ccc(NC(=O)c2ccc(S(=O)(=O)N3CC(C)CC(C)C3)cc2)cc1S(=O)(=O)N1CCOCC1 (stereo not given)
 : -2 | -6%
COCCN(C(=O)c1cc(-c2ccc(F)cc2)nc2ccccc12)c1c(N)n(CC(C)C)c(=O)[nH]c1=O
 : -2 | -1%
COC(=O)CCc1ccc(OCC(O)CNC(C)C)cc1 (stereo not given)
 : 6 | 0%
CCOC(=O)C1CCN(CCCSc2ccccc2)CC1
 : 6 | -1%
O=C(Cc1ccccc1)NCC1COc2ccccc2O1 (stereo not given)
 : 7 | 1%
Cn1c(O)c(C=NCCCCCC(=O)O)c(=O)n(C)c1=O
 : 1 | 1%
Cc1nnc2c3ccccc3ccn12
 : -2 | 2%
COc1cc(=O)oc(-c2ccccc2)c1C(C)=O
 : 2 | 4%
N#Cc1ccc(C=NN2CCCCCC2)cc1
 : -1 | -1%
CCN(CC(=O)N1CCC(C(N)=O)CC1)S(=O)(=O)c1cc(Cl)ccc1Cl
 : -7 | 4%
CC1(NCc2ccc(Cl)cc2)COP(=O)(NCc2ccccc2)OC1 (stereo not given)
 : -5 | u
CCN(CC)c1ccc(S(=O)(=O)N2CCCCC2)cc1NC(=O)CSCc1c(C)noc1C
 : -9 | 1%
O=C(Cc1cccc(NC(=O)C2CCCN(C(=O)C3CCCCC3)C2)c1)Nc1ccc(C(=O)N2CCOCC2)cc1 (stereo not given)
 : -2 | 3%
CC(C)CCNC(=O)c1onc(CSc2ccccn2)c1C(=O)NCCC(C)C
 : 2 | -10%

Gathered by group, the entries above with a tert-butyl group (four)
Results follow in this order: KCNH2 WT inh | S-ASM inh
COc1ccc(-c2ccc3c(c2)[C@@H]2C[C@H](N(C)C(=O)C(C)(C)C)[C@H]([C@H](C)O)C(=O)N2CC3)cc1
 : 4 | -3%
C/C(=N/NC(=O)c1ccc(C(C)(C)C)cc1)c1cccnc1
 : -4 | 0%
CC(C)(C)OC(=O)N1CCN(C(=O)OCC2c3ccccc3-c3ccccc32)CC1C(=O)O (stereo not given)
 : -2 | 2%
CCC1CCCCN1S(=O)(=O)c1ccc(NC(=O)C2CC(=O)N(C(C)(C)C)C2)cc1 (stereo not given)
 : 1 | -1%
